# mcGAS MS inh: inhibitors of mouse cGAS; Q8C6L5; inhibition, % at 12.5 µM; recombinant mouse cGAS, cGAMP by RapidFire MS; actives 0.18% (n = 130,000);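 active = inhibition of cGAS enzyme activity at or above 60%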;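 also: enzyme stimulated by 45 bp dsDNA with ATP and GTP substrates; cGAMP share of summed cGAMP plus half ATP and half GTP signals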
# Target sequence (Q8C6L5 whole entry, looked up): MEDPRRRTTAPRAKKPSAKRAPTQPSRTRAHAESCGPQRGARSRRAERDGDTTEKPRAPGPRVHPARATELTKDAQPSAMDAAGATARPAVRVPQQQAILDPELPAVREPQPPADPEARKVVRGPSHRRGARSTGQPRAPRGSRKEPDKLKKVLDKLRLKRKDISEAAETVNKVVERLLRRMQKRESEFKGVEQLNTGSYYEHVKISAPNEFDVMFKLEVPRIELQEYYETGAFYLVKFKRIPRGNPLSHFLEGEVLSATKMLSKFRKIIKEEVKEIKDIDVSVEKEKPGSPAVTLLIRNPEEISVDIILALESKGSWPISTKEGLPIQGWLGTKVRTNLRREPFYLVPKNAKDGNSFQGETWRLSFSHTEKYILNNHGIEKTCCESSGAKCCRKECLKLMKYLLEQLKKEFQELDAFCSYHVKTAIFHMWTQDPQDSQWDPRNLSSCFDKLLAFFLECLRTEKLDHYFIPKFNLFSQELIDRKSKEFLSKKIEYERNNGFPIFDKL
# The depositor's hits bear a star; & = joins results of further samples.
SMILES,mcGAS MS inh
CNS(=O)(=O)c1ccc(C)c(NC(=O)C(C)Oc2cccc(C(C)(C)C)c2)c1 (stereo unspecified),8
Cc1ccc(C)c(NC(=O)C(C)Sc2ccc3c(c2)NC(=O)CO3)c1 (stereo unspecified),2
COc1ccc(CN(C)S(=O)(=O)c2cccc(Br)c2)c(OC)c1,-8
Cc1cnc(C(=O)N2CCCN(CC3CC3)C(C(C)C)C2)cn1 (stereo unspecified),-7
CCCCN(Cc1ccco1)C(=O)c1cc(C)[nH]c(=O)c1,-7
O=C(CCN1CCNCC1)N1CCC2(CCNCC2)CC1,0
CSc1ccc(CN2CCN(Cc3ccccc3F)C(CCO)C2)cc1 (stereo unspecified),-12
COc1ccc(S(=O)(=O)Nc2ccc3sc4ccc(Cl)cc4c(=O)c3c2)cc1-n1cnnn1,-4
CCCN1CCC(Cc2noc(-c3ncccc3C)n2)CC1,1
CCOc1cc([N+](=O)[O-])c(C(=O)Nc2nccs2)cc1OC,-11
COc1ccc(CNc2nnc(SCC(=O)NC(C)C(C)C)s2)cc1 (stereo unspecified),2
Cc1ccc2oc(C(=O)N(C)CCc3noc(C4CC4)n3)cc2c1,-33
CN(Cc1cccc(C#N)c1)Cn1ncc(Br)c(Br)c1=O,0
COc1cc(Cl)cc2cc(C(=O)NCc3cccnc3N(C)C)oc12,-14
CC(C)c1noc(CS(=O)CC(=O)NC(C)c2ccccc2)n1 (stereo unspecified),-8
CCNC(=O)CN1CCC(OCCC(C)C)C1 (stereo unspecified),-4
Cc1ccccc1CCN1CCCC(CN(C)C(=O)Nc2ccccc2)C1 (stereo unspecified),1
Cc1ccc(C(=O)NNS(=O)(=O)c2ccccc2[N+](=O)[O-])cc1,-1
C=CCN1CCN(c2nc3ccccc3nc2C#N)CC1,1
Cc1ccc2c(c1)NC(=O)c1cc(NS(=O)(=O)C3CCCCC3)ccc1O2,-4
O=C(CCC1CCCN(C(=O)Cn2cncn2)C1)N1CCN(Cc2ccccc2)CC1 (stereo unspecified),-12
C=CCn1c(SC2CCCC2=O)nnc1-c1ccc(Cl)cc1 (stereo unspecified),-3
C=CCN(Cc1ccc(Cl)s1)C(=O)C1CCCN(C(=O)N2CCCC2)C1 (stereo unspecified),-1
CN(C)CCOc1ccc(/C(=C(/CCCl)c2ccccc2)c2ccccc2)cc1,-11&-1
CCC(C)N(Cc1ccc(C)cc1)Cc1ncnn1CC (stereo unspecified),-21
NCCS,-4&-3
CC(NC(=O)COc1ccccc1F)C1CC2CCC1C2 (stereo unspecified),-10
CC1(C(=O)Nc2cccc(Oc3ccccc3)c2)CCN1C1Cc2ccccc2C1 (stereo unspecified),-10
COC(=O)c1ccc(CSc2nc3sc4c(c3c(=O)n2CC2CCCO2)CCC4)o1 (stereo unspecified),-10
COCCSc1nc(SC)nc2c3c(sc12)CC(C)(C)OC3,0
CC(=O)NC1(C(=O)N(C)Cc2c(C)noc2C)CCCCC1,-3
O=C(Nc1ccc2c(c1)OCO2)c1cnn(-c2ccccc2)c1C(F)(F)F,-8
Cc1nc(CNC(=O)[C@H](N)CC(C)C)nc2c1CCCC2,-25
CC1(C(=O)NS(=O)(=O)c2ccccc2Cl)CCN1C(=O)Cc1ccsc1 (stereo unspecified),-5
Cc1cn2c3c(=O)n(C)c(=O)n(C)c3nc2n1C(C)C,-3
CN(Cc1cn[nH]c1-c1ccc(F)cc1)C(=O)c1ccccc1C1CCNC1 (stereo unspecified),-13
CCN1CCCC(CN(C)c2nc3nonc3nc2NCCCOC)C1 (stereo unspecified),-2
CC(C)CN1CCC(NC(=O)N2CC=C(c3ccccc3)CC2)CC1,-1
Cc1nc(C(C)C)sc1C(=O)NC(C)c1ccc(F)cc1 (stereo unspecified),-22
O=S(=O)(Nc1ccccc1F)c1cnc[nH]1,-9
CN(C)S(=O)(=O)c1ccc(NC(=O)C2COc3ccccc3O2)cc1 (stereo unspecified),-2
O=C(c1ccc(=O)[nH]c1)N1CCCC2(C=Cc3ccccc3O2)CC1 (stereo unspecified),-8
Cc1nc(-c2c(-c3c(C)cc(O)cc3O)n[nH]c2C(F)(F)F)cs1,39
Cc1ccc(S(=O)(=O)N2CCN(C(=O)c3ccc[nH]3)CC2)cc1C,-1
Cc1cccn2c(CNCCc3ccccn3)c(C(=O)N3CCOCC3)nc12,-4
CC(=O)N1CCC(N2CCCC(Nc3ccccc3)C2)CC1 (stereo unspecified),-7
COc1ccccc1CN1C(=O)C(C)Sc2ccc(C(C)=O)cc21 (stereo unspecified),-6
O=c1sc2ccccc2n1Cc1nnc(-c2ccccc2Cl)o1,-2
CC1(C(=O)NS(=O)(=O)c2cccc(C#N)c2)CCN1C(=O)CCC1CCCC1 (stereo unspecified),-12
CC(C)N=c1ccccn1-c1ccc(S(=O)(=O)N(C)C)cc1C(=O)O,5
# The results go on:
SMILES,mcGAS MS inh
COC(=O)C1=C(Nc2ccc(C)cc2)C=C(C)C(C(=O)OC)C1c1cccc(OC)c1 (stereo unspecified),9
CC1(C)NOC(c2ccccc2)=C1[N+](=O)[O-],-13
COc1cc(C(=O)N2CCNC(=O)C2c2ccc(F)cc2)ccc1O (stereo unspecified),-8
O=C(OCc1cnn(-c2ccccc2)n1)C1CCc2cn[nH]c2C1 (stereo unspecified),-7
Cc1sc2ncn(CC(=O)N(C)Cc3cccs3)c(=O)c2c1C,-3
CC(C)(C)n1ncc2c(=O)n(NC(=O)c3ccc4ccccc4c3)cnc21,-5
Cc1cc2c(c(-c3ncnc(Oc4cccnc4C)c3C)c1)OC(CN)C2 (stereo unspecified),-8
COc1ccc(CC(=O)N2CCOC(Cc3ccccc3)C2)cc1F (stereo unspecified),-3
Cc1nc(Cc2nnc(SC(C)C(=O)N3CCC(C)CC3)o2)cs1 (stereo unspecified),4
CC(=O)O[C@H]1C[C@@]2(C)[C@@H](C[C@@H](O)[C@H]3[C@@]4(C)CC[C@@H](O)[C@@H](C)C4CC[C@@]32C)/C1=C(\CCC=C(C)C)C(=O)O (stereo partly specified),8
COc1ccc(-n2cc[nH]c2=S)cc1,-1
CC1CCCN(Cc2ccc(C(=O)Nc3c4c(nn3C)CCC4)cc2)C1 (stereo unspecified),-26
COc1ccsc1C(=O)OCc1ncc(Cl)n1C,0
CC1Oc2ccccc2N(Cc2ccccc2Cl)C1=O (stereo unspecified),-15
CS(=O)(=O)c1cccc(C(=O)Nc2ncc(Cc3ccc(C(F)(F)F)cc3)s2)c1,2
O=[N+]([O-])c1cccc(NS(=O)(=O)c2ccc3cccc4c3c2CC4)c1,-10
CC(C)SCC(=O)Nc1cnc2ccccc2c1,-3
O=C(c1cn(-c2ccccc2)nn1)N(Cc1cnn(-c2ccccc2)c1)C1CC1,-62
CC(C(=O)Nc1ccccc1)N(C)Cc1ccc(Cl)cc1 (stereo unspecified),-7
CC(C)(C)c1ccc(COn2c(=O)c(-c3ccco3)[n+]([O-])c3ccccc32)cc1,-4
Cc1ccc(-c2c(=O)n(OCc3c(F)cccc3F)c3ccccc3[n+]2[O-])cc1,4
O=C(O)CN1C(=O)C2C3CC(C2C1=O)C1C(c2ccc(Br)cc2)c2sc(=O)[nH]c2SC31 (stereo unspecified),13
Cc1ccc(C)c(NC(=O)CSc2ncnc3c2oc2ccccc23)c1,0
CC1(C(=O)Nc2cccc3cccnc23)CCN1C(=O)CCC1CCCC1 (stereo unspecified),-8
Cc1cc(NC(=O)C(C)OC(=O)c2cccc(C)c2C)no1 (stereo unspecified),-5
Oc1ccc(Nc2nc3nonc3nc2Nc2ccccc2I)cc1,-2
Cc1nn(CC(=O)N(CC(C)C)CC(C)C)c(C)c1S(=O)(=O)N(C)C,-13
CC1(c2ccccc2)CN(C(=O)c2ccncc2F)CCO1 (stereo unspecified),-5
COCC(NC(=O)c1cc2ccccc2s1)c1ccnn1C (stereo unspecified),-4
C=C(C)CN(CC)Cc1nc(-c2ccc(F)cc2)oc1C,8
CCOC(=O)c1nn(-c2ccccc2)c(=O)cc1NCc1ccc(Cl)cc1,0
COc1ccc(Cn2c(-c3ccccc3)nc3oc4cc(OC)ccc4c(=O)c3c2=O)cc1,-7
CON(C)C(=O)c1cnc2c(cnn2CC(C)C)c1,6
CC(=O)N1c2ccccc2Oc2c(c(=O)n(C)c(=O)n2C)C1c1cccc([N+](=O)[O-])c1 (stereo unspecified),-4
CC(=O)c1ccc(NC(=O)CC2CSc3nc4[nH]ncc4c(=O)n32)cc1 (stereo unspecified),-3
CC(C)Cn1c2ccc(Cl)cc2c2nc3ccccc3nc21,-3
COc1cccc(C(=O)NCC2CCCN(Cc3cnc(C)s3)C2)c1OC (stereo unspecified),-6&-4
Cc1ccc(NC(=O)N2CCOCC2CC(C)C)cc1-n1cnnn1 (stereo unspecified),-15
Oc1ccc(C=NNc2ccc(C(F)(F)F)cn2)c(O)c1,-10
Cc1ccc(-c2nnc(CNC(C(=O)OC(C)(C)C)C(C)C)o2)cc1 (stereo unspecified),-15
O=C(NCCCn1nc(-c2ccco2)ccc1=O)Nc1ccc(C(F)(F)F)cc1,4
C=CCN(CC=C)C(=O)CSc1nc2sc3c(c2c(=O)[nH]1)CCCC3,-1
Cc1nc2ncccn2c1C(=O)NCc1cnc2c(c1)CCC2,-6
O=C(NCCN1CCOCC1)C1CCCN(c2nc3c(-c4ccccc4)csc3c(=O)[nH]2)C1 (stereo unspecified),-1
O=C(c1cnn(C(=O)Nc2ccccc2)c1)c1ccccc1O,3
CCOC(=O)c1cn(Cc2ccccc2)c2ccccc2c1=O,1
COc1cc(C(=O)N2CCC(C)C3CCCCC32)ccc1OCC(N)=O (stereo unspecified),-3
O=C(CC12CC3CC(CC(C3)C1)C2)NNC(=O)C1CCCC1,-9
Cc1noc(C)c1NC(=O)N1CCC(Cn2cc(Cc3ccccc3)nn2)CC1,4
Cc1ccc(F)cc1S(=O)(=O)N1CCOc2ncccc21,-39
# New compounds follow.
SMILES,mcGAS MS inh
CN(CC(=O)Nc1ccc(F)cc1)C(=O)Cn1cc(Br)ccc1=O,-1
O=C(CC1=CCCCC1)N1CCCC(CNC(=O)C2(c3ccc(Cl)cc3)CC2)C1 (stereo unspecified),-7
CN(Cc1n[nH]c2c1CCCCC2)C(=O)c1csc2nc(-c3ccccc3)cn12,-6
CCNC(=O)C1(C)CCCN1C/C=C/c1ccccc1 (stereo unspecified),-2
CC1(C)Nc2ccccc2N(CC(=O)N2CCOCC2)C1=O,1
O=c1c(O)cc([C@H]2Oc3cc(O)cc(O)c3C[C@H]2O)cc2c([C@H]3Oc4cc(O)cc(O)c4C[C@H]3O)cc(O)c(O)c12,16
CN(Cc1ccccc1)Cc1cc(C(=O)N(C)CC2CCCN2C)no1 (stereo unspecified),7
Cc1ccc(-n2ncc3c(=O)n(NC(=O)C(C)(C)Oc4ccc(Cl)cc4)cnc32)cc1,-3
FC(F)(F)c1n[nH]c(=S)n1N=Cc1ccco1,1
NC1CCCC(C(F)(F)F)C1 (stereo unspecified),-10
O=C1CNC(=S)N1c1ccc(Cl)cc1,0
CN(CC(=O)N1CCc2ccccc2C1)Cc1cccc(OC(F)F)c1,-1
CCOC(=O)CCn1c(=O)c2c(nc3n(-c4cc(C)cc(C)c4)c(C)cn23)n(C)c1=O,-2
Cc1n[nH]c(C)c1C(C)N(C)C(=O)CSCc1ccccc1Cl (stereo unspecified),-27
C/C1=C/CC(C)(C)/C=C/C/C(C)=C/CC1,-4
COc1cn2c(cc1=O)C(=O)N(CCNC(=O)c1ccccc1SC(F)F)CC2,-5
COCCCN(C(=O)Nc1ccccc1SC)C1CCN(C)CC1,-8
CON(C)c1nc(-c2cccnc2)nc2sc3c(c12)CCCC3,-3
CC(=O)c1c(C)[nH]c(C(=O)CN2CCN(C(=O)c3ccccc3Cl)CC2)c1C,-1
Cc1ccc(S(=O)(=O)NCC(C)n2nc(C)cc2C)cc1 (stereo unspecified),-10
CC(=O)NCCCCCC(=O)N(C)Cc1ccc(N(C)C)cc1,-7
Cc1ccc(-c2ccc(NC3CCCCC3C)nn2)cc1S(N)(=O)=O (stereo unspecified),3
Cc1ccc(CCC2CCN(C(=O)Nc3cccnc3)CC2)cc1,-2
CC(C)(C(=O)N1CCN(C(=O)Nc2ccncc2)CC1)c1ccccc1,-12
NC(=O)C1CCCN(C(=O)CN2CCSc3ccc(C(F)(F)F)cc32)C1 (stereo unspecified),5
Cc1ccccc1NC(=O)CN1CCN(c2ccccc2Cl)CC1,-7

# A different layout for 20 compounds above:
smiles | mcGAS MS inh
CN(Cc1ccccc1)Cc1cc(C(=O)N(C)CC2CCCN2C)no1 (stereo unspecified) | 7
Cc1ccc(-n2ncc3c(=O)n(NC(=O)C(C)(C)Oc4ccc(Cl)cc4)cnc32)cc1 | -3
FC(F)(F)c1n[nH]c(=S)n1N=Cc1ccco1 | 1
NC1CCCC(C(F)(F)F)C1 (stereo unspecified) | -10
O=C1CNC(=S)N1c1ccc(Cl)cc1 | 0
CN(CC(=O)N1CCc2ccccc2C1)Cc1cccc(OC(F)F)c1 | -1
CCOC(=O)CCn1c(=O)c2c(nc3n(-c4cc(C)cc(C)c4)c(C)cn23)n(C)c1=O | -2
Cc1n[nH]c(C)c1C(C)N(C)C(=O)CSCc1ccccc1Cl (stereo unspecified) | -27
C/C1=C/CC(C)(C)/C=C/C/C(C)=C/CC1 | -4
COc1cn2c(cc1=O)C(=O)N(CCNC(=O)c1ccccc1SC(F)F)CC2 | -5
COCCCN(C(=O)Nc1ccccc1SC)C1CCN(C)CC1 | -8
CON(C)c1nc(-c2cccnc2)nc2sc3c(c12)CCCC3 | -3
CC(=O)c1c(C)[nH]c(C(=O)CN2CCN(C(=O)c3ccccc3Cl)CC2)c1C | -1
Cc1ccc(S(=O)(=O)NCC(C)n2nc(C)cc2C)cc1 (stereo unspecified) | -10
CC(=O)NCCCCCC(=O)N(C)Cc1ccc(N(C)C)cc1 | -7
Cc1ccc(-c2ccc(NC3CCCCC3C)nn2)cc1S(N)(=O)=O (stereo unspecified) | 3
Cc1ccc(CCC2CCN(C(=O)Nc3cccnc3)CC2)cc1 | -2
CC(C)(C(=O)N1CCN(C(=O)Nc2ccncc2)CC1)c1ccccc1 | -12
NC(=O)C1CCCN(C(=O)CN2CCSc3ccc(C(F)(F)F)cc32)C1 (stereo unspecified) | 5
Cc1ccccc1NC(=O)CN1CCN(c2ccccc2Cl)CC1 | -7

# Compound activity (PubChem BioAssay)

# This is a subset; count on the stated rates, not on these rows.
